# N370S GC: qHTS Assay for Inhibitors and Activators of N370S glucocerebrosidase as a Potential Chaperone Treatment of Gaucher Disease | Potency, µM (highest dose often 59.4 µM), without a hit: at the top dose activity change, negative = inhibition, usual class: inhibitors | actives 0.092% (n = 330,000) | N370S GC spleen homogenate, 4MU-glucoside fluorescence | AID 2101, 2009 | Lysosomal acid glucosylceramidase (Homo sapiens), P04062;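 also: 0% = full enzyme activity and -100% = no enzyme basal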
# KAT2A inh: qHTS Assay for Inhibitors of GCN5L2; Histone acetyltransferase KAT2A (Homo sapiens), Q92830; GCN5L2 HAT assay, ThioGlo1 CoA-SH fluorescence; Potency, µM (series often up to 58.9 µM), without a hit: at the highest dose activity change, negative = inhibition, actives largely listed as inhibitors; actives 0.21% (n = 390,000); AID 504327, 2011
# Target sequence (Q92830 whole entry, looked up): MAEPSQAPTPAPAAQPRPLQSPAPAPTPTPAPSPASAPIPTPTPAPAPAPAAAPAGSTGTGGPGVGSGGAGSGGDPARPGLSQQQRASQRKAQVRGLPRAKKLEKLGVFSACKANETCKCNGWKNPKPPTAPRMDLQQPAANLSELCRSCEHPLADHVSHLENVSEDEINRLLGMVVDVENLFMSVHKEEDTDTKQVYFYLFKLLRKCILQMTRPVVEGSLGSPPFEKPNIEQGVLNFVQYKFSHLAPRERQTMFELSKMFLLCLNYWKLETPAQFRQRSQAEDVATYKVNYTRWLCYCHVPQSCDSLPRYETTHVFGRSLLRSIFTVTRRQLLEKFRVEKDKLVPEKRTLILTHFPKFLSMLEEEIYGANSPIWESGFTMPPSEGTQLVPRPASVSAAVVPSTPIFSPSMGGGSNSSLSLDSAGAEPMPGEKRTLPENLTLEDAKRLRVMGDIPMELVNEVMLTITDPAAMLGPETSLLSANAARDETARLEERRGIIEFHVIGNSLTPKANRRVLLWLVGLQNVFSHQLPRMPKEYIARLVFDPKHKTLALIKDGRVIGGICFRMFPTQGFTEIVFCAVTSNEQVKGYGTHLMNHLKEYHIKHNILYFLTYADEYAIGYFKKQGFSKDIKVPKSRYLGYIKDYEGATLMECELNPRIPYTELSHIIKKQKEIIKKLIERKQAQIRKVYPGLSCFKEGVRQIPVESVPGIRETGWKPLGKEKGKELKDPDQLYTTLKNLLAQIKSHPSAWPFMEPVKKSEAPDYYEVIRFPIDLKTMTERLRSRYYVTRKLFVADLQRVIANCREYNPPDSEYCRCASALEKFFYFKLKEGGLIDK
#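 qHTS, 1536-well. 20nM enzyme, pH 7.5 HEPES/EDTA/Tween-20 buffer; 15 min compound preinc., RT. Start: 75uM H3(1-25), 70uM AcCoA, 50uM ThioGlo1. Read Ex340/Em540 at t=0 (autofluorescence flag) and t=20 min.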
# FEN1 inh: qHTS Assay for the Inhibitors of Human Flap endonuclease 1 (FEN1); actives 0.35% (n = 390,000); Potency, µM (top dose mostly 114 µM), inactives show at the top dose activity change, negative = inhibition, actives largely listed as inhibitors; P39748; Recombinant FEN1 flap cleavage, fluorescence, 15 min; also: nearly all actives have a fitted effect of over 65% in size
#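 Potency values derive from four-parameter Hill fits of normalized qHTS data. The reaction used 10 nM FEN1 preincubated 15 min at room temperature with compound, then 50 nM DNA substrate, read at 0 and 15 min.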
# * = called active by the depositor; u = inconclusive; x = no result given; & = joins results of further samples; [ ] = remark or other dose. Calls follow the shape of the dose curve; as a rule, active = well fitted curve in the direction sought with a large enough effect; inconclusive = small, poorly fitted or top-dose-only effect, or another doubt; inactive = no such curve, though single readings can be large; an effect the other way counts as inactive or inconclusive. Unless noted, % is scaled to controls: 0 for no effect and ±100 for the full control effect; potency is read from the fitted curve at half-maximal effect. This is a subset; the hit share may differ from the screen's.
cpd	Structure	N370S GC	KAT2A inh	FEN1 inh
1	O=C(CSc1nn(-c2ccc(Cl)cc2)c(=S)s1)N1CCN(C(=O)c2ccco2)CC1	-1%	-16%	-3%
2	COc1ccc(-c2cc(C)no2)cc1S(=O)(=O)NCc1ccc(OC(C)C)cc1	-14%	-6%&20%	7%&-8%
3	Cc1nn(CCOc2ccccc2)c(=O)n1-c1ccccc1F	-1%	1%	0%
4	Nc1nc(NCC2CCCO2)nc(Nc2ccccc2)c1[N+](=O)[O-] (stereo not given)	u	-5%	-2%
5	COc1cc(/C=C(\CCC(=O)O)c2nc3ccccc3s2)ccc1OCC(=O)Nc1c(Cl)cccc1Cl	x	u	u
6	CCN(CC)Cc1c(O)c(Cl)cc2c(C)cc(=O)oc12	u	u	-7%
7	COC(=O)c1sccc1NC(=O)CSc1ccc(Cl)cc1	7%	-16%	-21%
8	COCCNC(=O)c1onc(CSc2ccc(F)cc2)c1C(=O)NCCOC	-8%	7%	-11%
9	O=c1c2c3c(sc2[nH]c(=S)n1Cc1ccco1)CCC3	6%	u	u
10	Cc1ccc2c(C)c(C(=O)NCC(c3ccc(Cl)cc3)N3CCOCC3)oc2c1 (stereo not given)	x	-13%	7%
11	C=CCc1ccc(OCC(O)CN2CCN(c3ccccc3)CC2)c(OC)c1 (stereo not given)	-26%	16%	u
12	Cn1c(=O)c2c(nc(SCC(=O)Nc3ccc(OC(F)(F)F)cc3)n2Cc2cccc(C(F)(F)F)c2)n(C)c1=O	x	-6%	-7%
13	Cc1coc2cc3oc(=O)c(CCC(=O)NCCCn4ccnc4)c(C)c3cc12	4%	-7%	-6%
14	Cc1c(CCOC(=O)c2ccc(Cl)cc2Cl)sc[n+]1CC(=O)c1ccccc1	x	-3%	15%
15	O=C1NC(=S)N/C1=C/c1cccc([N+](=O)[O-])c1O	-1%	0%	-12%
16	CC(=O)Nc1ccccc1NC(=O)c1ccc(C)c(C)c1	3%	-1%	19%
17	Cc1ccc(CNC(=O)COC(=O)C2CC2)cc1	x	-1%	0%
18	Cc1cc(NC(=O)COC(=O)Cn2[nH]c(=O)c3ccccc3c2=O)c([N+](=O)[O-])cc1C	x	-3%	-18%
19	Cc1cc(NC(=O)CSc2nnc(C(F)(F)F)n2C)no1	x	1%	1%
20	O=C(CN1C(=O)NC2(CCOc3ccccc32)C1=O)NCCc1ccccc1 (stereo not given)	x	-2%	-16%
21	C=CCN(CC=C)c1cnn(-c2nc3ccccc3[nH]2)c(=O)c1Cl	16%	-3%	0%
22	CC(NC(=O)NCC1CCCO1)(C(F)(F)F)C(F)(F)F (stereo not given)	9%	-7%	-10%
23	CCOc1ccc(-c2nc(=S)[nH][nH]2)cc1	-5%	-8%	-9%
24	CC(C)(C)OC(=O)C1C(=O)CC(C)(O)C(C(=O)OC(C)(C)C)C1c1ccco1 (stereo not given)	8%	-9%	1%
25	COc1cccc(N2CC(NC(=O)c3ccc4ccccc4c3)CC2=O)c1 (stereo not given)	-11%	-2%	11%
26	COc1ccc(-n2nnc3c(SCC(=O)Nc4ccccc4F)ncnc32)cc1	3%	-6%	-7%
27	CCCS(=O)(=O)c1nc(S(=O)(=O)c2ccc(C)cc2)c(N2CCc3ccccc3C2)s1	11%	-7%	-3%
28	CCCCSc1nc2sc3c(c2c(=O)n1-c1ccc(OC)cc1)CCN(C)C3	u	-5%	5%
29	Nc1nc(SC2c3cccc4cccc(c34)C2NS(=O)(=O)c2ccccc2)n[nH]1 (stereo not given)	-1%	-6%	-13%
30	O=C(COC(=O)c1ccc(Cl)c(S(=O)(=O)N2CCCCC2)c1)NCc1ccco1	-2%	-16%	13%
31	N[C@H](C(=O)O)c1ccc(C(=O)O)cc1	2%&-2%	-14%&-13%	x
32	Cc1nnsc1NC(=O)OCC(C)C	1%	-7%	2%
33	CCNC(=S)Nc1ccc(C)c(S(=O)(=O)Nc2ccccc2OC)c1	0%	-5%	-1%
34	CCOCCc1nnc(NC(=O)C2CC(=O)N(CCc3ccc(F)cc3)C2)s1 (stereo not given)	2%	-7%	1%
35	Cc1ccc2nc(N3CCN(C(=O)c4ccco4)CC3)sc2c1	-8%	-3%	2%
36	CC(C)c1ccc(C2C(C#N)=C(N)N3C(=C2C#N)Sc2ccccc23)cc1 (stereo not given)	-5%	0%	x
37	CN(c1cccc(NC(=O)CN(c2ccc(F)cc2)S(C)(=O)=O)c1)S(C)(=O)=O	3%	1%	-4%
38	CC(C)[C@H](N)c1nnc(SCC(=O)c2ccc(Cl)cc2)o1	-5%	-11%	-9%
39	O=C(CSCc1c(Cl)cccc1Cl)NN1C(=O)c2ccccc2C1=O	-14%	-5%	16%
40	CC1(C(=O)c2ccccc2)C2c3c(ccc4ccccc34)OC(=O)C21C(=O)N1CCOCC1 (stereo not given)	-3%	-9%	-19%
41	COc1cccc(CN(C)C(=O)c2ccc(NS(=O)(=O)c3ccc(F)cc3)cc2)c1OC	-11%	-12%	11%
42	O=C(CN1C(=O)CSc2ccc(S(=O)(=O)N3CCCC3)cc21)NCc1ccc(Cl)cc1	x	-5%	-6%
43	CCOc1ccc(C(=O)NCCC(=O)N2CCC3(CC2)NCCc2[nH]cnc23)cc1OCC	-2%	-2%	-8%
44	O=C(CN1C(=O)c2cccnc2Sc2ccccc21)Nc1cc(F)ccc1F	x	12%	-1%
45	CC(C)NC(=O)c1nn(C)c2c1CS(=O)(=O)c1ccccc1-2	x	-2%	4%

# An excerpt of these results, screen by screen.
33) CCNC(=S)Nc1ccc(C)c(S(=O)(=O)Nc2ccccc2OC)c1
34) CCOCCc1nnc(NC(=O)C2CC(=O)N(CCc3ccc(F)cc3)C2)s1 (stereo not given)
35) Cc1ccc2nc(N3CCN(C(=O)c4ccco4)CC3)sc2c1
36) CC(C)c1ccc(C2C(C#N)=C(N)N3C(=C2C#N)Sc2ccccc23)cc1 (stereo not given)
assay / entry	33	34	35	36
N370S GC	0%	2%	-8%	-5%
KAT2A inh	-5%	-7%	-3%	0%
FEN1 inh	-1%	1%	2%	x

# (list continues)
cpd	Structure	N370S GC	KAT2A inh	FEN1 inh
46	COc1cccc(CN2CC(O)=C(c3nc(-c4ccc(Cl)cc4)cs3)C2=N)c1	11%	x	-1%
47	Brc1cccc(-c2cnco2)c1	5%	-4%	-1%
48	COc1ccc(CCNC(=O)COC(=O)CCC(=O)c2cccs2)cc1OC	x	0%	-5%
49	COc1ccc(C(C#N)(CC(=O)O)c2cnccn2)cc1OC (stereo not given)	-1%	-12%	-6%
50	Cc1ccc2nc(S(=O)(=O)O)[nH]c2c1	0%	-1%	4%
51	N#Cc1c(N)c(C(=O)c2ccc(Br)cc2)n2c1CCC2	-5%	-6%	-19%
52	Cc1c(/C=N/NC(N)=O)c2ccccn2c1C(=O)c1ccc(F)cc1	-11%	-11%	u
53	CCC(=O)Nc1nnc(SCC(=O)c2ccc3c(c2)Cc2ccccc2-3)s1	-10%	-2%	-10%
54	COC(=O)c1cn(-c2ccccc2)nc1C(=O)OC	-20%	-2%	1%
55	N#CC1=C(N)Oc2cc(Nc3ccccc3)ccc2C1c1ccncc1 (stereo not given)	-4%	-19%	-22%
56	CC1=C(c2ccc(C(C)C)cc2)S(=O)(=O)N=C1N1CCN(c2ccc(F)cc2)CC1	x	-9%	-4%
57	CCc1cccc(NC(=O)CN2C(=O)CCc3cc(S(=O)(=O)N4CCOCC4)ccc32)c1	x	3%	-4%
58	COc1ccc2nc(NC(=O)c3nc(SCc4ccc(F)cc4)ncc3Cl)sc2c1	x	-10%	11%
59	CCOc1cccc2sc(N(Cc3cccnc3)C(C)=O)nc12	x	1%	3%
60	COc1ccccc1CNC(=O)c1ccc(CS(=O)Cc2cccc(Cl)c2)o1 (stereo not given)	-3%	-3%	4%
61	COc1ccc(N(C)S(=O)(=O)c2cccc(C(=O)OC(C(=O)Nc3cc(C)cc(C)c3)c3ccccc3)c2)cc1 (stereo not given)	-3%	-9%	-12%
62	CCCCNC(=O)c1c[nH]c2ccc(S(=O)(=O)Nc3ccc(OCC)cc3)cc2c1=O	9%	1%	-3%
63	O=C(O)C(O)c1ccco1 (stereo not given)	8%	-15%	u
64	CC(=O)Nc1ccc(NC(=O)CSc2cn(CC(=O)N3CCOCC3)c3ccccc23)cc1	-9%	-13%	4%
65	CCN1CCCC1CNC(=O)C1CCN(C(=O)c2cc3sccc3n2Cc2ccc(F)cc2)CC1 (stereo not given)	-16%	0%	11%
66	O=C1c2ccccc2C(=O)N1CCCc1nc2ccccc2c(=O)n1-c1cccnc1	3%[2.35 µM]	-1%	-3%
67	CSCCC(NC(=O)c1cc([N+](=O)[O-])cc([N+](=O)[O-])c1)c1nc2ccccc2[nH]1 (stereo not given)	8%	1%	0%
68	CC[C@]12c3[nH]c4cc(-c5ccco5)ccc4c3CCN1C(=O)[C@@H](CC(=O)NCc1cccc(C(F)(F)F)c1)C[C@@H]2C(=O)N1CCN(C(=O)c2ccco2)CC1	x	-14%	-4%
69	Cc1nnc(NC(=O)CSc2nc3c(c(=O)n(C)c(=O)n3C)n2C(C)C)s1	2%	-5%	9%
70	Cc1ccc(-n2nnnc2SCC(=O)c2cc(C)n(-c3cc(C)on3)c2C)c(C)c1	-3%	-11%	-3%
71	O=C1NCCn2nc3ccccc3c21	-9%	-3%	-3%
72	CCOc1ccc(NC(=O)CN(C)C(=O)c2c(C)nn(-c3ccc(F)cc3)c2Cl)cc1OCC	1%	-2%	-5%
73	Cc1cccc(N(Cc2cc3ccc(C)cc3[nH]c2=O)C(=O)c2ccco2)c1	9%	-4%	-5%
74	Cc1ccc(CNC(=O)CSc2nc3c(sc4ccccc43)c(=O)n2CCCC(=O)NCCO)cc1	x	-25%	-10%
75	CCOCCc1nn2c(=O)cc(CSCC(=O)Nc3cccc(C)c3C)nc2s1	-8%	-2%	0%

# Entries of single compounds, looked up by structure:
# Profile of CCCCNC(=O)c1c[nH]c2ccc(S(=O)(=O)Nc3ccc(OCC)cc3)cc2c1=O → N370S GC = 9%; KAT2A inh = 1%; FEN1 inh = -3%
# Profile of O=C(CN1C(=O)NC2(CCOc3ccccc32)C1=O)NCCc1ccccc1 (stereo not given) → N370S GC = x; KAT2A inh = -2%; FEN1 inh = -16%

# More entries follow.
cpd	Structure	N370S GC	KAT2A inh	FEN1 inh
76	O=c1oc2ccccc2cc1-c1csc(Cc2nc(-c3ccc(Br)cc3)cs2)n1	5%	1%	-4%
77	O=C(NCc1ccccc1)c1cccc(COc2cccc(Cl)c2)c1	29%	-1%	-16%
78	Cc1ccc(Nc2cc(C)nc(-c3ccccc3O)n2)cc1	u	-8%	u
79	CC1CC(C)CN(C(=O)CCC(=O)Nc2nnc(C3CCCCC3)s2)C1 (stereo not given)	-1%	-20%	-16%
80	COc1ccc(C)c2sc(NNC(=O)COc3ccccc3)nc12	2%	-17%	x
81	Fc1cccc(Nc2nc(N3CCOCC3)nc(N3CCOCC3)n2)c1	-11%	3%	-15%
82	CC(=O)Nc1cccc(C(=O)OCC(=O)NC(=O)Cc2ccccc2)c1	0%	-1%	0%
83	COc1ccc(Cl)cc1N(CC(=O)Nc1ccc2c(c1)OCCO2)S(C)(=O)=O	0%	-13%	-9%
84	Cc1nn(-c2ccc(F)cc2)c(C)c1CN1CCN(CCC(C)C)C(CCO)C1 (stereo not given)	0%	-7%	-1%
85	COc1ccc(-c2nnn(CC(=O)Nc3sc4c(c3C#N)CCCC4)n2)cc1	-4%	-11%	-6%
86	C#CCSc1nc(-c2ccccc2)cc(-c2ccccc2)c1C#N	x	-6%	-14%
87	COc1ccc(C(=O)OCCc2ccc(O)cc2)cc1	6%	-2%	-7%
88	CN(c1ccc(O)cc1)c1nc(-c2ccccc2)cs1	-8%	-9%	-11%
89	CN(C)C(=O)c1cc([N+](=O)[O-])cc([N+](=O)[O-])c1N(C)C	-3%	-3%	2%
90	O=C(O)CNC(=O)c1ccc(N2CCOCC2)cc1[N+](=O)[O-]	-7%	3%	4%
91	CCOC(=O)C1CCCN(C(=O)c2ccc(C)c(NC(=O)C3=C(C)OCCS3)c2)C1 (stereo not given)	2%	-17%	6%
92	N#CC1(NC(=O)COC(=O)c2nccnc2N)CCCCC1	u	-8%	-10%
93	O=C(NCc1ccccn1)C1CCN(S(=O)(=O)N2CCCCC2)CC1	x	-2%	-6%
94	Cc1ccc(Cl)cc1N1CCN(S(C)(=O)=O)CC1	2%	-1%	-10%
95	CC(=O)Nc1ccc(S(=O)(=O)N2CCN(C(=O)c3ncoc3-c3ccccc3F)CC2)cc1	-13%	-3%	4%
96	CCN1/C(=C2\OC(=S)N(C)C2=O)Sc2ccccc21	7%	0%	-2%
97	CCC(C(=O)NCCCN1CC(C)CC(C)C1)n1nc(C)c2sc3ccccc3c2c1=O (stereo not given)	0%	3%	4%
98	COc1cccc(C(=O)Nc2ccc(NC(=O)c3ccc(C(C)(C)C)cc3)cc2)c1	x	0%	-12%

# Bioassay records as filed in PubChem.
